CDK5 p35 inh: inhibitors of human CDK5/p35 kinase, primary screen, biochemical, single concentration; 0.01% of 330,000 active; Cyclin-dependent kinase 5 (Homo sapiens) + Cyclin-dependent kinase 5 activator 1 (Homo …; inhibition, % at 10 µM; Recombinant CDK5/p35, ADP-Glo luminescence, 60 min;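 active means highest replicate inhibition of at least 50% and at least 75% of replicates reaching 50%; inconclusive means only one of the two criteria met; inactive means both criteria failed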;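 further: plate controls were DMSO neutral control for no effect and GW8510 at 10 µM for full effect; many of its hits are not listed in these tables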
Target sequence (Q00535 whole entry, looked up): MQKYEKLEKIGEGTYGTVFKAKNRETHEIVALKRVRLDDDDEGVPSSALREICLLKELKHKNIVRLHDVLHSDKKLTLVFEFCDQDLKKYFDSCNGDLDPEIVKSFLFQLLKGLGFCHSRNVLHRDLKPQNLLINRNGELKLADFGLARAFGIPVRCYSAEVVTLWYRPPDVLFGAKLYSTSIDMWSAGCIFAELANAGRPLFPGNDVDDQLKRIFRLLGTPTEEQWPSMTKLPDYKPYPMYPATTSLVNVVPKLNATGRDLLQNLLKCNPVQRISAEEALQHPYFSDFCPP
Target sequence (Q15078 whole entry, looked up): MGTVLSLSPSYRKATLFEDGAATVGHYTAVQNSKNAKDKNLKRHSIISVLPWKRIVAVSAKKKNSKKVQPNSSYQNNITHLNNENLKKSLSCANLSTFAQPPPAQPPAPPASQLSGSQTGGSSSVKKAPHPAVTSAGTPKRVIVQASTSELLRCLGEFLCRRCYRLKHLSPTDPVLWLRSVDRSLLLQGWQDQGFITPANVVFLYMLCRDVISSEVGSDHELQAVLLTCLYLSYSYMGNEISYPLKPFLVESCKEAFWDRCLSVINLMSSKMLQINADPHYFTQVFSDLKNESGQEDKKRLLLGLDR
HTR5A inv ag: HTR5A inverse agonists in luminescence cell assay, primary screen, counter-screen for OPRM1-OPRD1 heterodimer inverse agonist project, full-deck HTS; 0.083% of 340,000 active; HTR5A cell line, inverse agonism; AID 504634, 2011; inhibition, % at 9.3 µM; in the data active means inhibition mostly above about 23%, no sharp cut-off; inactive means mostly below about 18%;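 further: 0% = cells with DMSO and 100% = no-cell wells with DMSO; some compounds called inactive have numbers as strong as hits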
V-ATPase pH: regulators of yeast V-ATPase proton pumping, primary screen, pHLuorin cytosolic pH fluorescence. S. cerevisiae. response, % at 10 µM. 0.37% of 350,000 active; in the data active means response mostly above about 7.3%, no sharp cut-off; inactive means mostly below about 5.4%; further: actives read high; inactives centre near 0; some compounds called inactive have numbers as strong as hits; reference of the scale not given here
NSD2 HMT inh: NSD2 histone methyltransferase inhibitors, primary screen, biochemical, AlphaScreen, single concentration, set 2; 0.54% of 310,000 active; Histone-lysine N-methyltransferase NSD2 (Homo sapiens), O96028; inhibition, % at 12.5 µM; NSD2 peptide methylation, 120 min; in the data active means inhibition above about 50%
PvdQ inh: P. aeruginosa PvdQ acylase inhibitors, primary screen, biochemical, fluorescence, plate reader and imaging, single point; PvdQ acylase [Pseudomonas aeruginosa LESB58]; purified PvdQ acylase; inhibition, % at 10 µM; 0.063% of 340,000 active; in the data active means inhibition above about 30%, passing the limit was not always enough; inconclusive means no clear call, values can overlap the other calls;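 further: 0% = vehicle neutral wells and 100% = reference inhibitor wells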
Wnt bcat act: Wnt/beta-catenin pathway activators, primary screen, cell-based, plate reader, single point | activation, % at 9.35 µM | Wnt/beta-catenin reporter cell assay, activator | 1.2% of 300,000 active; in the data active means activation above about 30%, passing the limit was not always enough; inconclusive means no clear call, values can overlap the other calls;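 further: 0% = neutral control wells and 100% = positive control wells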
MITF act: activators of MITF-driven TRPM1 promoter reporter, primary screen, cell-based, SK-MEL-5, luciferase, single point; AID 588334, 2011; SK-MEL-5 TRPM1-promoter luciferase, 24 h; % of positive control, neutral wells = 0; 0.75% of 300,000 active; activation, % at 12.5 µM;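 active means mean activation of at least 80% with every replicate also reaching 80%; inconclusive means mean reaches 80% but some replicate falls short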;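 further: 0% = neutral control wells and 100% = parthenolide positive control wells; values of inactives mirror those of a sister screen read the other way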
dFosB act: activators of delta FosB homodimer, primary screen, biochemical, fluorescence polarization, TAMRA-CDK5 oligo, single point; Protein FosB (Mus musculus), P13346; purified delta FosB; percent of positive-control signal above neutral wells; activation, % at 25 µM; 0.99% of 340,000 active; AID 493131, 2011;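 active means mean activation above about 17%, with every replicate also reaching it, limit read from the data, passing the limit was not always enough; inconclusive means only one of the two conditions met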;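 further: fluorescence polarization rise as delta FosB binds a TAMRA Cdk5 AP-1 oligo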
Target sequence (P13346 whole entry, looked up): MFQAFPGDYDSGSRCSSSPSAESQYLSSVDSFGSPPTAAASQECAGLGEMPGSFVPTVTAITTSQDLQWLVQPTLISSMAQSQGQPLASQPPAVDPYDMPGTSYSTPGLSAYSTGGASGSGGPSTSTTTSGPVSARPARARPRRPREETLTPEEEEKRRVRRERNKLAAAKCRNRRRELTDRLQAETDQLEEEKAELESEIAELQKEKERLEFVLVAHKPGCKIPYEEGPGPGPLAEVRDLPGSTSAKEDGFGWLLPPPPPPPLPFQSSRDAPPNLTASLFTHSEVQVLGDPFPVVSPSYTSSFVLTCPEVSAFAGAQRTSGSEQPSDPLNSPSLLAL
HTR5A ag ctr: HTR5A agonists in luminescence cell assay, primary screen, counter-screen for OPRM1-OPRD1 heterodimer agonist project, full-deck HTS | 0.61% of 340,000 active | activation, % at 9.3 µM | AID 504692, 2011 | cell-based; in the data active means activation mostly above about 9.5%, no sharp cut-off; inactive means mostly below about 7.6%;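 further: 0% = cells with vehicle only and 100% = reference agonist; strong numbers were not always called active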
SR-BI HDL uptake: inhibitors of SR-BI mediated HDL lipid uptake, primary screen, ldlA[mSR-BI] cells, fluorescence, single point. Scavenger receptor class B member 1 (Mus musculus), Q61009. 0.96% of 320,000 active. ldlA[mSR-BI] CHO cells, DiI-HDL uptake fluorescence, 3 h. inhibition, % at 12.5 µM. AID 488896, 2010;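 active means mean replicate inhibition of at least 70% and a set share of replicates each scoring 70 or more; inconclusive means meets just one of the two criteria; inactive means fails both criteria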;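 further: 0% = median of neutral control wells and 100% = median of positive control wells; values of inactives mirror those of a sister screen read the other way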
* hit, by the source's call; u = inconclusive; x = no result given.

cpd	Molecule	CDK5 p35 inh	HTR5A inv ag	V-ATPase pH	NSD2 HMT inh	PvdQ inh	Wnt bcat act	MITF act	dFosB act	HTR5A ag ctr	SR-BI HDL uptake
1	O=C(/C=C/c1ccccc1)N1CCN(c2c(Cl)cccc2[N+](=O)[O-])CC1	-0.4	1.8	-1.8	-0.3	-8.0	-3.1	-2.4	-11.4	-0.7	7.8
2	COc1ccc(C(=O)NC(=O)COC(=O)CCS(=O)(=O)c2ccc(C)cc2)cc1	0.2	2.5	-2.2	-1.4	5.4	3.9	-1.0	3.6	-1.1	0.6
3	CC(=O)Nc1cccc(C(=O)OCC(=O)NNC(=O)c2ccc([N+](=O)[O-])cc2)c1	0.9	15.4	-2.3	-7.6	2.3	1.3	7.9	2.9	-6.2	-37.0
4	Cc1cc(C(=O)NCCCN2CCN(c3cc(Cl)ccc3C)CC2)n(-c2ccccc2)n1	-0.4	6.5	0.0	x	-3.3	0.3	x	-8.4	-0.2	19.1
5	CN1CCN(CCCNC(=O)CCN2C(=O)COc3ccccc32)CC1	0.5	-0.5	3.7	-0.2	-10.1	1.5	-4.8	1.9	0.1	-1.4
6	COc1ccccc1NS(=O)(=O)c1ccc(C)c(C(=O)Nc2cc(C)on2)c1	-2.2	4.3	3.7	-2.4	-12.0	-3.3	-1.5	-9.8	-1.1	3.1
7	COCCN1CCn2c(nc3cc(NS(C)(=O)=O)ccc32)C1	0.2	x	-1.6	-2.4	-18.2	1.0	-5.0	-0.8	x	-30.9
8	CCCc1c2ccccc2nc2ccccc12	x	-10.3	-1.2	-1.9	-13.4	x	-12.2	-18.1	6.4	4.8
9	Cc1ccc(-c2csc(NC(=O)Cc3ccc(F)cc3)n2)o1	1.2	-0.1	2.2	-2.2	-12.4	-1.4	21.6	-6.4	0.0	21.6
10	CC(C)c1nc(SCC(=O)Nc2ccc([N+](=O)[O-])cc2Br)n[nH]1	0.6	20.7	-3.3	0.2	-14.3	-0.7	-5.1	-7.8	4.4	11.7
11	CCOC(=O)c1cc2c(ccn2C)n1CC(=O)N1CCCC(C)C1 (centres undefined)	4.0	-4.6	-3.8	-6.6	8.4	-6.7	3.0	-4.7	12.4	-23.8
12	O=C(/C=C/c1ccccc1Cl)N(c1ccccn1)C1CCCCC1	1.3	9.6	0.6	-2.6	-8.7	x	4.4	-0.2	-2.8	-43.9
13	Cc1cc2c3c(c1)C1(C(=O)N3C(C)(C)CC2C)C(C#N)=C(N)OC2=C1C(=O)CC(C)(C)C2 (centres undefined)	-0.1	6.7	-1.9	-0.5	-4.1	x	1.1	0.6	-1.6	-15.1
14	N#C/C(=C\c1ccccc1[N+](=O)[O-])c1nc(C2CC2)cs1	2.9	14.6	-0.5	7.8	1.5	10.6	4.9	-1.4	5.5	23.3
15	CCOc1ccc(S(=O)(=O)Nc2nccs2)cc1	2.8	-2.3	2.4	-9.7	1.4	x	0.4	-8.4	0.9	-6.3

Other compounds follow.
cpd	Molecule	CDK5 p35 inh	HTR5A inv ag	V-ATPase pH	NSD2 HMT inh	PvdQ inh	Wnt bcat act	MITF act	dFosB act	HTR5A ag ctr	SR-BI HDL uptake
16	CCC(C)n1c(=N)c(C#N)cc2c(=O)n3ccccc3nc21 (centres undefined)	0.6	-6.8	4.6	-0.1	-18.3	0.2	-3.5	-2.0	2.5	-10.4
17	Cc1cc(S(=O)(=O)N2CCC(N3CCCCC3)CC2)ccc1-n1cnnn1	1.0	-5.0	-0.5	1.9	-14.5	x	2.2	6.6	1.9	-20.4
18	CCOCCn1c(CN2CCN(c3ccc(OC)cc3)CC2)nc2c1c(=O)n(C)c(=O)n2C	1.7	-32.9	3.9	14.8	-15.5	x	-5.8	-4.9	4.1	6.1
19	Cc1ccc(S(=O)(=O)NCC(=O)N2CCCCC2)cc1	-1.5	6.0	11.6*	x	-3.2	-3.6	4.3	1.3	-2.1	1.0
20	CCCCCOc1ccc(CSc2ncn[nH]2)cc1	5.7	4.2	-0.7	-0.4	-9.2	x	u	-13.2	-9.1	5.1
21	COc1ccc(CCNC(=O)c2cc(-c3cc(Cl)cc(Cl)c3)oc2C)cc1	-0.8	-2.5	-5.2	1.0	-7.0	x	-13.1	-14.0	-2.5	-5.9
22	C=CCCC(=O)NC1CCCc2c1cnn2-c1ccccc1F (centres undefined)	-0.6	-43.5	-1.8	0.2	-13.5	-2.9	-21.6	-2.8	3.5	5.2
23	CCc1nc(-c2ccc(C)nc2OC)no1	2.0	-13.4	-4.5	-4.8	3.8	x	6.0	3.9	2.5	-8.1
24	CCOC(=O)c1ccc(NC(=O)NCCc2cnc[nH]2)cc1	-1.9	4.6	-3.0	1.5	-6.9	9.0	x	-4.1	-1.2	-8.0
25	CC1CC(C)CN(C(=O)c2cccc(N3C(=O)c4ccccc4C3=O)c2)C1 (centres undefined)	-8.3	-2.6	-2.3	1.5	-5.1	-6.3	x	-10.4	1.0	-6.7
26	Cc1nc(Cl)c(C#N)cc1-c1ccccc1	0.0	-11.0	5.9	-1.6	-8.4	x	-1.6	-1.6	-6.3	0.9
27	CN(C)c1nc(OCCNC(=O)Nc2ccccc2)nc(N2CCOCC2)n1	-1.2	-9.6	0.0	x	-11.5	-5.6	0.1	-2.0	1.2	0.9
28	Cc1ccc(N2C(=O)CN=C2Nc2nc(C)cc(C)n2)cc1	-1.2	-12.8	-0.6	-1.4	-11.3	-1.2	6.5	-9.0	4.9	-3.1
29	Cc1csc2nc(CSc3nc4ccccc4o3)c(Br)n12	2.3	-25.8	-9.4	-2.1	-17.5	x	90.9*	-18.0	4.5	15.1
30	O=C(CCC1CCCC1)N1CCC(N2CCN(c3ccccc3)CC2)CC1	3.4	-30.3	0.0	1.9	-12.8	-5.9	x	0.6	0.7	19.2

Continued, starting with the last 3 of the part before.
cpd	Molecule	CDK5 p35 inh	HTR5A inv ag	V-ATPase pH	NSD2 HMT inh	PvdQ inh	Wnt bcat act	MITF act	dFosB act	HTR5A ag ctr	SR-BI HDL uptake
28	Cc1ccc(N2C(=O)CN=C2Nc2nc(C)cc(C)n2)cc1	-1.2	-12.8	-0.6	-1.4	-11.3	-1.2	6.5	-9.0	4.9	-3.1
29	Cc1csc2nc(CSc3nc4ccccc4o3)c(Br)n12	2.3	-25.8	-9.4	-2.1	-17.5	x	90.9*	-18.0	4.5	15.1
30	O=C(CCC1CCCC1)N1CCC(N2CCN(c3ccccc3)CC2)CC1	3.4	-30.3	0.0	1.9	-12.8	-5.9	x	0.6	0.7	19.2
31	CCOc1ccc(CCNC(=O)c2nn(C)c3c2CS(=O)(=O)c2ccccc2-3)cc1	-1.3	4.2	-5.0	33.4	0.2	-0.5	10.7	-12.3	-1.6	37.7
32	CN(C(=O)COC(=O)CCC(=O)c1ccc(F)cc1)C1CCCCC1	-1.7	8.0	2.7	-1.3	3.9	-3.2	8.0	2.4	-2.1	-20.9
33	Cc1nc(-c2ccc3c(c2)OCCO3)cs1	1.0	-8.0	4.8	-2.8	-2.6	-4.2	38.6	2.0	3.2	-0.3
34	CCc1cccc(NC(=O)Cn2cc3c(n2)CCCC3)c1	0.3	11.6	-0.5	x	-18.2	-3.3	-6.3	-6.8	-4.2	-0.9
35	Cc1ccnc(NC(=O)c2ccc3c(c2)OCO3)c1	13.8	-23.4	-2.5	x	12.2	15.2	74.0	1.8	8.6	-4.5
36	O=C(NCCOC(=O)c1ccc(Cl)c(S(=O)(=O)N2CCCCC2)c1)c1ccncc1	1.7	-36.6	4.7	x	-0.9	x	x	-3.3	4.8	14.0
37	O=c1cc(CN2CCc3ccccc32)c2ccc(O)cc2o1	0.1	-24.3	-0.4	4.0	-0.6	-0.4	-8.2	-2.4	-12.5	-6.0
38	COc1cccc(NC(=O)CN(C)C(=O)c2ccc3c(c2)C(=O)N(CCC(C)C)C3=O)c1	-1.2	11.9	6.2	1.2	6.6	-2.7	-8.9	-8.6	-3.0	16.0
39	O=C(NC1CCCCCC1)C1c2ccccc2C(=O)N1Cc1cccs1 (centres undefined)	-0.5	-20.4	0.4	-1.1	2.0	1.2	-4.1	-3.9	-1.2	19.4
40	COC(=O)Cc1ccc(NC(=O)c2ccc(Br)o2)cc1	0.4	-12.5	0.1	4.3	-10.8	8.8	48.2	-2.2	4.5	7.2
41	CC1Cc2ccccc2N1C(=O)CN(C)S(=O)(=O)c1cccc2cccnc12 (centres undefined)	0.4	-1.5	-1.3	x	-15.5	-1.1	2.4	-6.4	0.5	12.7
42	C=CCNC(=S)Nc1ccc(F)cc1F	-2.2	0.8	1.4	-1.8	-9.1	-8.2	5.6	-4.5	-0.3	-1.7
43	C=CCN(C(C)=O)C1CC(=O)N(c2ccc(OCCC)cc2)C1=O (centres undefined)	-1.1	-7.3	2.6	-1.0	-5.5	x	-3.3	-9.3	4.8	-13.1
44	Cc1ccc(C)c(S(=O)(=O)Nc2ccc(C(=O)N3CCCCC3)cc2)c1	-1.1	-13.5	0.8	0.9	6.5	2.6	-1.2	-3.0	1.0	-23.7
45	O=C(c1ccco1)N1CCN(C(=S)Nc2cccc([N+](=O)[O-])c2)CC1	0.5	1.3	2.8	-0.2	-15.8	-1.0	-9.4	-9.4	-0.5	15.9
46	O=C1OCCN1CC(=O)N1CCc2c([nH]c3ccccc23)C1c1ccccn1 (centres undefined)	0.0	-34.3	0.2	-2.3	-8.8	0.0	-13.4	-7.5	2.5	-7.1
47	Oc1ccccc1CNc1ccc(Br)cn1	1.6	-48.4	x	-0.4	-4.3	x	50.1	1.5	31.9*	0.0

Assay outcomes deposited in PubChem by several laboratories.
